Screens from PubChem.
tim10-1 inh: tim10-1 yeast growth inhibition | AID 463190 | 330,000 tested, 2.2% active | S. cerevisiae tim10-1 ts strain growth, BacTiter-Glo, 24 h | inhibition, % at 20 µM;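 active means inhibition of at least 40%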;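 further: mutant grown at 25 °C; 0% = DMSO wells with yeast and 100% = wells holding no yeast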
TIM10 inh: growth inhibitors of TIM10 yeast strain; S. cerevisiae TIM10 strain growth, BacTiter-Glo luminescence, 24 h; inhibition, % at 10 µM; 330,000 tested, 1.4% active; AID 463195;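 active means inhibition of 40% or more at the single tested concentration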;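 further: wild-type TIM10 isogenic control strain grown at permissive 25 °C; 0% = DMSO yeast wells and 100% = minimal medium wells without yeast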
mIAP act: increases mouse intestinal alkaline phosphatase activity. muIAP, CDP-Star luminescence, 30 min; stronger effect = higher value; 1 = vehicle-only enzyme signal, 0 = enzyme-free wells. activation factor at 10 µM. 330,000 tested, 0.24% active. AID 2805;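 active means activation factor of at least 2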; further: the source names both 10 and 20 µM as test concentration; values of inactives mirror those of a sister screen read the other way
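also added = chemiluminescent substrate CDP-Star | test system = mouse IAP enzyme | signal = chemiluminescence readout | compound = DMSO-dissolved test compounds | incubation = 30 min at room temperature | benchmarks = DMSO wells, no-enzyme wells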
NALP3 yeast inh: inhibitors of NALP3 inflammasome in yeast; 330,000 tested, 0.39% active; Yeast reconstituted NLRP3/ASC/caspase-1, beta-gal luminescence, 24 h; inhibition, % at 10 µM; AID 2825;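 active means inhibition of 50% or more; inactive means inhibition below 50%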;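 further: plate controls were induced DMSO wells for no effect and uninduced yeast grown without galactose for full effect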
beta cell repl: induces beta-cell replication in MIN6 cells; MIN6 cells proliferation, ATPlite luminescence, 48 h; cells starved in 0.2% serum; 100% = growth in 10% serum; 330,000 tested, 0.29% active; proliferation, % at 10 µM; AID 2380;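 active means compounds whose signal lies at least 3.5 SD above the mean of all wells on their plate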;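 further: 0% = DMSO-treated cells in low-serum medium and 100% = 10% serum control; some compounds called inactive have numbers as strong as hits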
A3G deaminase: inhibitors of human APOBEC3G DNA deaminase. Q9HC16. inhibition, % at 20 µM. 330,000 tested, 0.28% active. recombinant A3G, ssDNA deamination FAM/TAMRA fluorescence;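 active means inhibition of at least 40% at 20 µM, with no more than 30% in the related APOBEC3A deaminase screen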;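 further: plate controls were DMSO wells with A3G for no effect and wells lacking A3G enzyme for full effect; some compounds called inactive have numbers as strong as hits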
Target sequence (Q9HC16 whole entry, looked up): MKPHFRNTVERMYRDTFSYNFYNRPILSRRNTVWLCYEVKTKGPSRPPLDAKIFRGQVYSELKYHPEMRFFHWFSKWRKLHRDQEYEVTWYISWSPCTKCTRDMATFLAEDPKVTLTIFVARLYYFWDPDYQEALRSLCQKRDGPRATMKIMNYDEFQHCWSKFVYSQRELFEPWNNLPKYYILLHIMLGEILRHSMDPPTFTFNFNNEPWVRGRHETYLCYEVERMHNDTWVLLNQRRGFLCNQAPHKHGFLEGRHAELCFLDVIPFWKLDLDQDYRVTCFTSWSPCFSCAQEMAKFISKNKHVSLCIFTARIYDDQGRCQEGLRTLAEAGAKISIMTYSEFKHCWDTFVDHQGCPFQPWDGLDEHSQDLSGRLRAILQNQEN
hIAP inh: blocks human intestinal alkaline phosphatase. P09923. purified IAP, CDP-Star luminescence, 30 min. inhibition, % at 10 µM. 330,000 tested, 0.12% active;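 active means inhibition reaching a set limit with compound at 10 µM in the primary screen, cut at about 35% in these data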;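 further: plate controls were DMSO wells with enzyme for no effect and no-enzyme buffer wells for full effect; values of inactives mirror those of a sister screen read the other way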
Target sequence (P09923 whole entry, looked up): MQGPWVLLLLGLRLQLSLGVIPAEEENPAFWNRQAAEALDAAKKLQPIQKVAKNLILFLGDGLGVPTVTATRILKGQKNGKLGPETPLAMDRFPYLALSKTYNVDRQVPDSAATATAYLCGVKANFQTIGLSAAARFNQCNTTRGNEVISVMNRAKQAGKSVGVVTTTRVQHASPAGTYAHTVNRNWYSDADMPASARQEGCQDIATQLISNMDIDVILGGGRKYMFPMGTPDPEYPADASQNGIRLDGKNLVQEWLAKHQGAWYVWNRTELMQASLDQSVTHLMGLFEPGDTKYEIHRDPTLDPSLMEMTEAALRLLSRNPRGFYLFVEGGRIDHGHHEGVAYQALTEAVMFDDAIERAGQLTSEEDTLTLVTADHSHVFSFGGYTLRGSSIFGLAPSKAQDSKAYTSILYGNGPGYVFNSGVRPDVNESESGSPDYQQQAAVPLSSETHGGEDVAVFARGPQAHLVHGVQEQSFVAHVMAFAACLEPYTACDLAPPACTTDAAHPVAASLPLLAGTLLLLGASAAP
A3A deaminase: human APOBEC3A DNA deaminase inhibition | 330,000 tested, 0.41% active | P31941 | inhibition, % at 20 µM | recombinant A3A, FAM/TAMRA ssDNA deamination fluorescence;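 active means at least 40% inhibition at 20 µM here, with at most 30% in a related deaminase screen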;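 further: plate controls were A3A with DMSO for no effect and wells lacking A3A enzyme for full effect; some results filed as inactive read as strong as hits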
Target sequence (P31941 whole entry, looked up): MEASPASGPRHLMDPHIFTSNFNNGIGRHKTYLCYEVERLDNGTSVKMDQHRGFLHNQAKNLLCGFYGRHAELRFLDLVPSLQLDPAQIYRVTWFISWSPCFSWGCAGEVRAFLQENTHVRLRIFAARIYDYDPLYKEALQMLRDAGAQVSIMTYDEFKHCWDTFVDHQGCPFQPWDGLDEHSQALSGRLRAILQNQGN
mIAP inh: mouse IAP inhibition. purified mouse IAP, CDP-Star luminescence, 30 min. inhibition, % at 10 µM. 330,000 tested, 0.2% active;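 active means inhibition of at least 40% at 10 µM in the primary screen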;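 further: plate controls were DMSO with enzyme for no effect and no enzyme wells for full effect; values of inactives mirror those of a sister screen read the other way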
* marks the source's active call; other numbers are inactive results; · = no result given.

SMILES	tim10-1 inh	TIM10 inh	mIAP act	NALP3 yeast inh	beta cell repl	A3G deaminase	hIAP inh	A3A deaminase	mIAP inh
O=c1cc(O)nc(SCc2ccccc2)[nH]1	13	-1	0.92	-21	-3	-2	6	0	8
COc1cc(C(=O)O)c2c(c1C)OC(=O)c1c(C)cc(O)c(C=O)c1O2	4	-6	0.94	17	3	2	3	6	6
C=CCn1c(=O)c2c(nc3n2CC(C)CN3Cc2ccccc2)n(C)c1=O (stereo not given)	26	9	0.94	12	2	-5	3	-7	6
O=C(c1ccco1)N1CCN(Cc2nnc(-c3ccccc3)o2)CC1	0	11	0.94	18	0	-5	-5	-1	6
CC1CCC(NC(=O)CN2CCN(S(=O)(=O)c3cccs3)CC2)CC1 (stereo not given)	12	5	1.1	3	8	-8	12	-1	-13
CC(C)(C)NC(=O)/C(=C\c1ccco1)NC(=O)c1cccs1	20	-12	1	10	0	-6	-9	-1	-2
Nc1ccc(Oc2ccc([N+](=O)[O-])cc2[N+](=O)[O-])cc1	15	10	0.99	31	-3	-4	-10	-3	1
CN(CC(=O)Nc1ccccc1Br)C(=O)CCCSc1nc2ccccc2[nH]1	0	-2	1	22	-2	-3	-2	2	-4
Cc1ccc(NC2c3ncccc3C(=O)N2C2CCCCC2)cc1C (stereo not given)	31	36	1	3	-1	-1	19	1	-3
O=C(NC1CCCC1)C(c1cccnc1)N(CCc1ccccc1)C(=O)c1ccco1 (stereo not given)	3	8	1.2	12	4	5	-2	6	-18
CCOc1ccc(NS(=O)(=O)c2cc(NC(=O)c3cccc(C)c3)ccc2Cl)cc1	29	28	1	13	-6	-10	-4	-1	-2
CCOc1ccc(C(=O)/C=C/c2ccc(SC)cc2)cc1	19	6	0.92	27	-5	-7	7	0	8
O=C(CNc1cccc(C(F)(F)F)c1)N/N=C/c1cn(-c2ccccc2)nc1-c1ccccc1	7	-18	0.98	8	-4	-7	7	-5	2
COc1ccc(CCN2CC(C(=O)N(C)CCOc3ccccc3)CCC2=O)cc1 (stereo not given)	9	17	1	14	-2	-3	-5	-4	-1
Clc1ccccc1Cc1noc(CN2CCN3CCCC3C2)n1 (stereo not given)	-5	3	1.1	11	0	-7	-5	1	-14
C#CCOCCOCCOCCNc1nc(N2CCN(C(=O)CCCCCCCCCCNC(=O)[C@@H](CCC(=O)O)n3cc(CCCCCN)nn3)CC2)nc(N2CCN(C(=O)CCCCCCCCCCNC(=O)[C@@H](CCC(=O)O)n3cc(CCCCCN)nn3)CC2)n1	7	6	1	16	-3	-7	-2	-3	-4
CC(OC(=O)CNS(=O)(=O)c1ccc(C#N)cc1)C(=O)Nc1ccc(Cl)cn1 (stereo not given)	-8	-1	0.93	13	1	-5	1	-1	7
COC(=O)c1ccc2c(=O)n(CCCN3CCCC3=O)c(=S)[nH]c2c1	13	4	0.99	5	-3	-6	9	-4	1
COc1ccc(NC(=O)C(C)N=C2NS(=O)(=O)c3ccccc32)cc1S(N)(=O)=O (stereo not given)	-6	8	1	13	1	1	-4	7	-1
COCCNC(=O)CSc1nc(-c2ccc(OC)c(OC)c2)cc(C(F)(F)F)n1	21	13	0.97	18	-5	8	-3	-5	3
CC(=O)Nc1ccc(N2CCCCC2)c(C(=O)Nc2cccc(C)c2)c1	43*	38	1	-2	0	-10	3	-2	-2
Cc1ccc(-n2c(P(C)(=O)O)nc3ccccc32)cc1	15	7	0.98	16	4	0	0	0	2
CN(CC(=O)Nc1cccc(F)c1)C(=O)CCCN1C(=O)c2cccc3cccc(c23)C1=O	21	15	1	-2	6	-8	-8	-4	-3
Cc1ccc(S(=O)(=O)NCc2ccncc2)c(C)c1C	-4	3	0.96	31	-5	-7	10	-2	4
CCc1ccccc1N1C(=O)CC(N2CCc3ccccc32)C1=O (stereo not given)	-5	-6	1	31	0	3	3	1	-2
Cc1ccc(-n2nnnc2CSc2nnc(-c3ccc(O)cc3)o2)cc1	-51	-42	1	5	0	-2	-2	0	-1
COc1ccc(CC(=O)OCC(=O)c2ccc(F)cc2)cc1	-12	-4	1	25	-1	-5	-4	0	0
CCOC(=O)c1ccc(N2CN(CC)CNC2=S)cc1	16	13	1	10	0	0	21	-3	-3
CCOC(=O)CSCC(=O)Nc1ccc(S(=O)(=O)N2CCCCC2)cc1	19	1	1	9	-2	-3	-35	0	-4
COc1ccccc1N1CCN(C(=O)c2cc(C)oc2C)CC1	9	-5	0.97	19	-2	-4	8	0	3
COc1ccc(-n2ccsc2=S)cc1	15	4	0.99	11	-2	-8	0	-3	1
COCCCNC(=S)Nc1ccc2c(c1)OCCO2	6	3	0.96	4	0	-7	10	-2	4
CC(=O)c1sc(=S)n(-c2ccccc2)c1C	-5	3	0.98	0	-2	-6	-2	-3	2
COc1ccccc1CNC(=O)c1cc(S(=O)(=O)N2CCCCC2)c[nH]1	5	3	1.1	15	-2	6	-17	4	-7
COc1ccc(OC)c(N(CC(=O)NCCc2ccc(OC)c(OC)c2)S(=O)(=O)c2ccccc2)c1	23	3	0.97	12	0	17	-4	-1	3
COc1ccc(OC)c(S(=O)(=O)N2CCN(C)CC2)c1	-1	2	0.98	1	-1	-5	28	0	2
CCN1CCN(C(=O)C2CC(c3ccc(F)cc3)=NO2)CC1 (stereo not given)	4	1	1	10	-5	1	13	-2	-4
CN1CCN(CCC(=O)N/N=C/c2cc([N+](=O)[O-])ccc2OC(F)F)CC1	-1	-5	1.1	20	-2	4	5	7	-7
Cc1nnc(SCc2cc(=O)[nH]c(Nc3nc(C)c4cc(C)c(C)cc4n3)n2)s1	6	1	0.91	10	-3	37	-26	21	9
CCN(CC)CCNC(=O)c1cc(S(=O)(=O)N2CCc3ccccc32)cn1C	-6	-14	1	9	2	-2	2	0	-1
CC(C)NC(=O)c1ccc2c3n(nc2c1)-c1ccc(Cl)cc1CO3	27	28	0.98	0	-5	1	-4	4	2
CCOC(=O)c1cccc(NS(=O)(=O)c2c(C)[nH]c(C)c2C(=O)N2CCCC2)c1	1	-2	1	-4	-3	-4	16	-2	-2
CCOc1ccc(C(=O)OCC(=O)Nc2cc(C)on2)cc1OCC	1	1	0.94	15	3	-2	17	2	6
O=C(Nc1ccc(Cl)cc1)c1cc(Br)ccc1OCC(=O)N1CCOCC1	7	24	0.91	30	-4	-2	-21	11	9
Cc1ccc(C)c(SCC(=O)Nc2nnc(-c3ccccc3)o2)c1	28	4	1	-1	-1	-6	-2	-4	-4
CCOC(=O)c1ccc2nc(NC(=O)c3cccs3)sc2c1	24	12	1	10	0	-1	-16	2	-4
Cc1ccc(S(=O)(=O)CCC(=O)NCc2ccccc2F)cc1	-18	9	1	16	2	-6	-16	-1	-2
COC(=O)c1cc(OC)c(OC)cc1N1C(=O)CC(C)(C)CC1=O	-2	4	0.97	21	3	-5	7	1	3
O=C1c2ccccc2CN1Cc1ccccc1	27	10	1	1	0	-2	3	0	0
O=C(Nc1ccccc1)c1ccc(OC(=O)c2cc3ccccc3o2)cc1	8	10	0.94	-4	0	-8	5	0	6
COCCCNC(=O)Cc1ccc(-n2c(C)nc3cccnc32)cc1	1	-26	0.99	8	0	-7	14	0	1
CCN1CCN(CCCNC(=O)c2ccc3c(c2)NC(=O)/C(=C\c2cccc(C)c2)S3)CC1	11	-6	0.91	9	-8	-8	0	-4	9
O=C(Oc1ccc(Br)cc1C(=S)N1CCCC1)c1ccccc1Cl	22	26	0.89	-6	0	0	20	3	11
CCC(=O)NC(NCC1CCCO1)C(Cl)(Cl)Cl (stereo not given)	-19	-1	1	3	-3	-8	-6	-3	-3
COc1ccc(NC(=S)N/N=C/c2ccc(F)cc2)cc1OC	31	9	0.91	32	-1	1	7	-1	9
O=S(=O)(NC1CC2CCC1C2)c1ccc(Br)s1 (stereo not given)	-43	-133	0.93	50*	-1	-8	7	-5	7
Cc1ccc2c(c1)-c1c(ssc1=S)C(C)(C)N2C(=O)CSc1nncn1C	21	20	0.91	16	7	-6	21	-2	9
CCc1cc(=O)oc2cc(OC3CCCCC3=O)ccc12 (stereo not given)	43*	5	1	5	-2	-2	-24	-2	0
O=C(NCc1ccco1)c1cnn2c1NC(c1ccc(Br)cc1)CC2C(F)(F)F (stereo not given)	34	12	1	25	-3	-8	-15	-3	-2
COc1ccc(-c2cc3ccc(OCC(C)=O)cc3oc2=O)cc1OC	-2	6	1	8	-2	0	6	-2	-2

Another view of part of the listing above:
Structure | tim10-1 inh | TIM10 inh | mIAP act | NALP3 yeast inh | beta cell repl | A3G deaminase | hIAP inh | A3A deaminase | mIAP inh
CC(C)NC(=O)c1ccc2c3n(nc2c1)-c1ccc(Cl)cc1CO3 | 27 | 28 | 0.98 | 0 | -5 | 1 | -4 | 4 | 2
COC(=O)c1cc(OC)c(OC)cc1N1C(=O)CC(C)(C)CC1=O | -2 | 4 | 0.97 | 21 | 3 | -5 | 7 | 1 | 3

New compounds follow:
SMILES	tim10-1 inh	TIM10 inh	mIAP act	NALP3 yeast inh	beta cell repl	A3G deaminase	hIAP inh	A3A deaminase	mIAP inh
Cn1c(=O)c2cc(S(=O)(=O)NC(C(=O)NCc3cccnc3)c3ccccc3)ccc2n(C)c1=O (stereo not given)	-3	-9	0.99	8	-3	-6	8	0	1
CNS(=O)(=O)c1cccc(C(=O)OCC(=O)c2cc3ccccc3o2)c1	23	-2	1	0	-3	-8	-4	-4	-1
CSc1cnc2c(=O)[nH]c(=O)n(C)c2n1	4	4	0.98	5	1	-8	16	-8	2
N#CCCN(Cc1cccnc1)C(=S)NCc1ccco1	-20	-7	0.9	30	-1	-4	-6	-1	10
COc1c(N2CCN(C(=S)Nc3ccccc3F)C(C)C2)c(F)cc2c(=O)c(C(=O)O)cn(C3CC3)c12 (stereo not given)	8	2	1	0	-2	-2	18	0	0
CN(Cc1ccccc1)S(=O)(=O)c1ccc(S(=O)(=O)N(Cc2ccc(F)cc2)C2CCCC2)cc1	-6	-21	1.1	7	-3	0	14	3	-6
O=C(C[n+]1ccc(C(=O)NCc2ccccc2)cc1)c1ccc(Cl)cc1	4	19	1	16	0	-5	-23	-3	-5
O=C(OCC(=O)c1c[nH]c2ccccc12)c1cccc([N+](=O)[O-])c1	-5	1	0.91	25	-3	-9	1	-2	9
N#Cc1ccc(-c2csc(NC(=O)C3CC3)n2)cc1	1	2	1	13	-3	0	-3	2	-2
CC(=O)Nc1ccc(NC(=O)C(=O)NCC(c2ccco2)N2CCc3ccccc3C2)cc1 (stereo not given)	15	26	1	9	0	-2	4	5	-4
N#CC(C#N)=Cc1cc2ccccc2nc1N1CCOCC1	44*	26	1.1	-6	-2	4	8	15	-12
NCC(=O)NCC(=O)NC[C@H]1O[C@@H](n2cnc3c(N)ncnc32)[C@H](O)[C@@H]1O	7	-13	1	·	·	1	·	1	-3
Cc1ccc(NC(=O)C/C(N)=N/O)cc1Cl	-13	-5	1.4	-5	-3	1	-14	-1	-36
CCOC(=O)CNC(=O)CSc1ncnc2c1cnn2Cc1ccccc1	2	25	0.95	2	-2	-8	-14	-5	5
CCOc1ccc(NC(=O)CCN2C(=O)c3cccc([N+](=O)[O-])c3C2=O)cc1	-11	-1	0.98	9	1	-5	-9	-8	2

4 of the entries above in order of the hIAP inh value, smallest number first:
canonical_smiles	hIAP inh
CCOC(=O)CNC(=O)CSc1ncnc2c1cnn2Cc1ccccc1	-14
CCOc1ccc(NC(=O)CCN2C(=O)c3cccc([N+](=O)[O-])c3C2=O)cc1	-9
CC(=O)Nc1ccc(NC(=O)C(=O)NCC(c2ccco2)N2CCc3ccccc3C2)cc1 (stereo not given)	4
Cn1c(=O)c2cc(S(=O)(=O)NC(C(=O)NCc3cccnc3)c3ccccc3)ccc2n(C)c1=O (stereo not given)	8
